MITF TRPM1 inh: reduces MITF-dependent TRPM1 promoter luciferase signal | AID 488899 | inhibition, % at 12.5 µM | 330,000 tested, 0.83% active | SK-MEL-5 TRPM1 promoter luciferase, 24 h;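 active = mean inhibition across replicates of 60% or more, whatever share of single replicates reaches that level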; note: values of inactives mirror those of a sister screen read the other way
NR2E3 ag-1: agonists of human NR2E3 nuclear receptor | CHO-S Gal4-NCOR/VP16-NR2E3 two-hybrid, luciferase | inhibition of corepressor binding, % at 3.98 µM | 360,000 tested, 0.35% active | AID 602229;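 active = inhibition above the mean of all tested compounds plus 3 SD, cut at about 70% in these data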;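 note: 0% = DMSO with NR2E3 transfected cells and 100% = cells lacking NR2E3 construct; higher means lower luciferase signal from less NR2E3 corepressor binding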
Target sequence (Q9Y5X4 whole entry, looked up, the tested form may be a part): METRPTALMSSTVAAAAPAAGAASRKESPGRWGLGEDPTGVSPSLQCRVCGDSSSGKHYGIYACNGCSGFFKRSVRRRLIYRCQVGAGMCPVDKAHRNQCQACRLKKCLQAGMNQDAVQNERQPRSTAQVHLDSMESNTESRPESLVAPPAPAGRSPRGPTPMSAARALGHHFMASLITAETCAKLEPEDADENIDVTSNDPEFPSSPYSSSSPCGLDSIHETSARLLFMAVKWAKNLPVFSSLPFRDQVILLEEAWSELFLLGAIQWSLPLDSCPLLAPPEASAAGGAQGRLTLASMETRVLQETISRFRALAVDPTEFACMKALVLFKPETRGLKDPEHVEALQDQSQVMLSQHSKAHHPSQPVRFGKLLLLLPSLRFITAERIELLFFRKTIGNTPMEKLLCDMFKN
Shn3 3UTR inh: reduces Shn3 3'UTR luciferase signal in osteoblasts | Clone20 osteoblast Shn3 3'UTR firefly luciferase, 24 h | inhibition, % at 12.5 µM | 360,000 tested, 0.52% active;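 active = mean inhibition of at least 75% with every replicate also reaching 75%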;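 note: 0% = median of neutral control wells and 100% = pilot-screen positive control compound; some compounds past the cut are filed as inactive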
Peg3 prom inh: inhibitors of Peg3 promoter | inhibition, % at 20 µM | 360,000 tested, 1.7% active | AID 588405 | HeLa PEG-Prom luciferase reporter, luminescence, overnight;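 active = inhibition of at least 50% at 20 µM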
CF NFkB block: inhibitors of cystic fibrosis induced NF-kB; 360,000 tested, 0.86% active; AID 588850; inhibition, % at 5 µM; KKLEB NF-kB-GFP reporter, PAF-induced, GFP fluorescence overnight;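 active = at least 50% inhibition at 5 µM, scaled per plate between neutral and stimulator controls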;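 note: PAF is a Pseudomonas aeruginosa culture filtrate used as stimulus; plate controls were PAF-stimulated DMSO wells for no effect and unstimulated DMSO wells for full effect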
HIF-2a inh: HIF-2a inhibition; 786-0 RCC cells HIF-2a reporter, luciferase luminescence, overnight; inhibition, % at 18.8 µM; 360,000 tested, 0.72% active;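 active = inhibition of the luminescence signal of 40% or more relative to plate controls, in a single-dose primary screen at 18.75 µM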
NR2E3 ag-2: agonists of human nuclear receptor NR2E3. Q9Y5X4. GST-NR2E3/biotin-RetCOR TR-FRET, 1536-well. inhibition of corepressor binding, % at 4.78 µM. 320,000 tested, 0.12% active. AID 2300;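 active = percent inhibition above the cutoff of mean plus 3 SD of all tested compounds, set per screening campaign, cut at about 20% in these data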;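 note: 0% = DMSO wells and 100% = biotin wells as full block of FRET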
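Assay system: NR2E3–RetCOR corepressor complex. Quantity: 1.35 nM GST-NR2E3. Buffer or medium: pH 7.5 Tris-based buffer. Reagent: biotinylated RetCOR corepressor at 7 nM final. Schedule: 5 h at 4 °C. Detection: TR-FRET, emission read at 617 and 671 nm. Replicates: one well per compound, singlicate testing.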
Vif imaging: HIV Vif inhibition | inhibition, % at 7.49 µM | HEK293T cells, Vif self-association by quenched fluorescence, imaging, 24 h | 340,000 tested, 0.35% active; in the data active = inhibition above about 50%, passing the limit was not always enough; note: some results filed as inactive read as strong as hits
PDI inh: inhibitors of human protein disulfide isomerase; P07237; inhibition, % at 10 µM; 350,000 tested, 0.052% active; PDI insulin aggregation turbidity, A650, 90 min;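 active = mean inhibition across replicates of 30% or more, whatever share of single replicates reach that level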;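 note: absorbance from insulin aggregation driven by PDI reduction with DTT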
Target sequence (P07237 whole entry, looked up): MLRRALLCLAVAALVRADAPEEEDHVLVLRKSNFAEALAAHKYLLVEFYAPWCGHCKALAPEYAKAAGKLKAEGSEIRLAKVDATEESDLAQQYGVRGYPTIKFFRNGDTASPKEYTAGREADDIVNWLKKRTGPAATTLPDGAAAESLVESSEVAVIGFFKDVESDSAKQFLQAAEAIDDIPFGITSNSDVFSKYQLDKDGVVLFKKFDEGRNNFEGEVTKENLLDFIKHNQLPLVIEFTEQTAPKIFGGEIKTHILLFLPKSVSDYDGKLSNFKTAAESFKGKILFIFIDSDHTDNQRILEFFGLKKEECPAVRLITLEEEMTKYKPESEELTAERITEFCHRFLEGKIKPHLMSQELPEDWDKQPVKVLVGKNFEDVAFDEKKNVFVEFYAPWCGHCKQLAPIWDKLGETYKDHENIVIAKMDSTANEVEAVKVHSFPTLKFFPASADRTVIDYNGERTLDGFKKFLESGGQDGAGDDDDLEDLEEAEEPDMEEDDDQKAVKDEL
CaV13 FRET inh: Disruptors of the CACNA1D IQ motif to Ca2+-dependent inactivation inhibitor domain association, primary screening, Förster resonance energy transfer in intact living …; inhibition, % at 12.3 µM; HEK cells, CFP/YFP FRET ICDI-IQ, plate reader, 10 min; percent FRET-ratio fall versus neutral wells; 340,000 tested, 0.098% active;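 active = mean replicate inhibition of at least 30% and at least 1% of replicates passing that level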;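 note: 0% = median of the neutral control wells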
KKLEB cytotox: CF airway cell cytotoxicity counter-screen; KKLEB CF airway cells viability, ATPlite luminescence, overnight; active compounds read low; cells stimulated with P. aeruginosa culture filtrate; 360,000 tested, 0.36% active; activity change (cytotoxicity), % at 5 µM;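 active = corrected activity change at or below -50% at 5 µM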
* marks the source's active call; other numbers are inactive results; . = no result given.

Each structure is followed by: MITF TRPM1 inh	NR2E3 ag-1	Shn3 3UTR inh	Peg3 prom inh	CF NFkB block	HIF-2a inh	NR2E3 ag-2	Vif imaging	PDI inh	CaV13 FRET inh	KKLEB cytotox
Cc1c(N=Cc2c(O)n(Cc3ccco3)c(=O)c3ccccc23)c(=O)n(-c2ccccc2)n1C
 : 4	-8	4	34	-28	12	3	5	-9	-13	3
CN(C)CCN(Cc1ccccc1)S(=O)(=O)c1ccc(-c2ccc(=O)[nH]n2)s1
 : -18	-7	-2	-6	10	15	1	24	-3	-4	4
CC(=O)Nc1ccc(C(=O)CSc2nnc(Cn3nnc4ccccc43)n2C)cc1
 : -2	-17	20	11	-4	3	2	-2	-2	-9	8
CCOc1ccc(-c2cn3ccccc3n2)cc1[N+](=O)[O-]
 : -47	-130	-47	-303	-24	-267	2	-7	-6	-5	4
Cc1ccc(S(=O)(=O)N2CCCCC2)cc1C(=O)N(CCc1ccccc1)Cc1ccccc1
 : 3	-17	78	9	25	15	0	-21	-1	-3	-5
COC(=O)N1CCCc2cc(C)ccc21
 : 4	-23	3	8	8	12	-1	3	-3	-4	6
COc1cccc(C2CC(c3ccccc3)Nc3ncnn32)c1 (stereo not drawn)
 : 9	-23	-5	20	3	17	4	2	-5	-9	9
Cc1cc(=O)n2nc(N3CCC(C(=O)Nc4cccc(Cl)c4C)CC3)sc2n1
 : 1	-21	7	21	22	10	0	-5	-41	-4	-8
O=C(CN(C(=O)CNC(=O)c1cccs1)c1ccccc1F)NC1CCCC1
 : -7	-17	3	10	0	7	1	13	0	-3	5
Cc1ccc(-c2nc(Nc3cccc(O)c3)c3ccccc3n2)cc1
 : -10	-46	8	10	-15	-35	3	8	-7	-4	-14
CN(C(=O)CSc1nnc(CN2CCCC2)n1Cc1ccccc1)c1ccccc1
 : 3	-12	-22	-8	-2	22	0	0	-6	-7	7
O=C(COC(=O)COc1ccccc1F)Nc1ccc(Cl)cn1
 : -2	12	5	-3	-6	21	-1	2	5	3	14
O=C(CSc1nnc(-c2ccc(F)cc2)o1)N1CCCC1
 : -32	-34	-5	-109	-13	-124	3	9	0	-7	7
COc1ccc(C(C)=O)cc1COC(=O)CNC(=O)c1ccc(Cl)cc1
 : -13	0	-23	15	-23	17	3	3	-4	-5	5
COCCCNc1nc2c(-c3cccc(C)c3)nnn2c2ccccc12
 : .	-30	30	-12	-41	-12	-3	1	.	-3	13
COc1ccccc1C(=O)NNC(=O)c1ccc(C)cc1
 : -28	-20	-12	-89	-16	-120	1	-4	3	-2	-2
Cc1ccc([C@H]2N[C@]3(CCCN(Cc4cccn4C)C3=O)[C@H]3C(=O)N(C)C(=O)[C@@H]23)cc1
 : .	-6	-9	19	-2	1	.	-2	18	-4	-2
Cc1ccccc1Nc1nc(Cl)nc(NC(C)(C)C)n1
 : .	4	2	-1	31	-14	.	-28	-2	-4	-12
CCn1c(=O)n(CC)c2cc(N3CCCC3)c(NC(=O)c3cccc(Cl)c3)cc21
 : 14	-18	-22	20	1	5	-7	-9	4	-5	-7
CC(C)c1nc(SCC(=O)Nc2nc3c(s2)CCCC3)c2ccccc2n1
 : 17	29	1	19	15	-12	3	.	-1	-5	-11
C[C@H]1CN=C(N(C)C)N1CCc1ccc(F)cc1
 : -4	1	-23	-14	-3	5	3	7	-6	-12	9
COc1ccc(S(=O)(=O)N2CCC(C(=O)NCCCc3ccccc3)CC2)cc1
 : -3	8	17	17	7	10	1	-6	-4	-4	0
COc1ccc(CN2C(=O)CN=C2Nc2cccc(C)c2C)cc1
 : -10	-11	11	21	10	13	0	.	9	.	-8
CC(=O)c1ccc(NS(=O)(=O)c2ccc([N+](=O)[O-])cc2)cc1
 : -7	1	-11	10	-8	4	.	-1	-2	-5	-14
CC(C)CNC(=O)C1CCN(Cc2ccc(OCc3ccccc3)cc2)CC1
 : -79	-45	-36	-161	-21	-165	0	2	-11	-18	-4
S=c1[nH]c2cnc(Cl)nc2[nH]1
 : 1	14	2	6	22	10	.	19	-8	-6	-6
Cc1cc(NC(=O)COn2nnc3ccc(S(C)(=O)=O)cc32)ccc1Br
 : 2	-2	11	8	0	1	2	-1	5	-1	2
O=[N+]([O-])c1ccc(O)c(Nc2c([N+](=O)[O-])ccc3nonc23)c1
 : 20	4	32	26	5	12	-6	2	-1	-4	6
COc1cc(/C=C/C(=O)c2cccc([N+](=O)[O-])c2)cc(OC)c1OC
 : 6	11	46	105*	24	38	-3	5	2	-16	-3
CN(NC1OC(=O)c2ccccc21)c1ncc(Cl)cc1C(F)(F)F (stereo not drawn)
 : .	0	4	1	-10	5	1	19	0	-3	1

Following part
Each structure is followed by: MITF TRPM1 inh	NR2E3 ag-1	Shn3 3UTR inh	Peg3 prom inh	CF NFkB block	HIF-2a inh	NR2E3 ag-2	Vif imaging	PDI inh	CaV13 FRET inh	KKLEB cytotox
CC#CCCC(=O)N1C=Cc2ccccc2C1C#N (stereo not drawn)
 : 2	-2	0	-3	2	14	0	8	-6	-5	7
COc1ccc(C(=O)C2CCN(C(=O)Nc3ccc(C)cc3)CC2)cc1
 : -10	-2	12	-29	-3	-121	1	-5	3	-5	0
Cc1nn(S(=O)(=O)N2CCCCC2)c(C)c1Br
 : 0	-14	3	5	23	1	2	0	0	.	-1
O=C(c1ccccc1)c1ccc2nc(-c3ccco3)c(-c3ccco3)nc2c1
 : -65	-118	-21	-140	8	-148	-1	-4	3	-7	-2
Cn1c(SCC(=O)N2CCCCCC2)nc2c(c1=O)SCC2
 : 13	-10	-7	13	-10	9	4	2	-2	-3	2
COc1ccc(NC(=O)Nc2ccc(OCc3ccccc3)cc2)cn1
 : -1	13	-3	9	-3	1	.	-11	-7	-3	6
COc1ccc(N(Cc2ccccc2)N=O)cc1
 : -4	-11	0	-24	-6	-31	3	-1	2	-2	6
COc1ccc(CC(O)CC2c3c(cc4c(c3OC)OCO4)CCN2C)cc1 (stereo not drawn)
 : 2	-2	13	-9	-16	25	0	-8	10	-14	-4
O=C(O)c1ccc2oc(=O)c(S(=O)(=O)c3ccccc3)cc2c1
 : -2	3	-11	13	-7	8	-1	-10	2	-4	0
Cc1ccc(S(=O)(=O)N2C[C@H]3[C@H]4C(=O)N(c5ccccc5)C(=O)[C@H]4C[C@H](OC(=O)Nc4c(C)noc4C)[C@@]3(O)C2)cc1
 : .	-9	8	-8	18	6	.	8	1	-5	-4
O=S(=O)(c1cnccc1N1CCN(CCO)CC1)N1CCCCC1
 : -14	-5	-9	14	-10	9	0	-7	1	-5	8
CCN(CC)S(=O)(=O)c1ccc(OC)c(NC(=O)CCS(=O)(=O)Cc2ccccc2)c1
 : 2	-21	-14	28	10	17	2	-9	-5	-4	4
Cc1onc(C(=O)NN)c1-c1csc(COc2ccccc2)n1
 : 12	-12	-6	5	-16	6	1	-2	4	-5	3
Cc1cc(NC(=O)CSc2nnc(-c3ccccc3)c(-c3ccccc3)n2)no1
 : 30	7	18	45	26	29	-2	2	1	2	-19
O=c1[nH]cnc2sc3c(c12)CCCC3
 : -12	-10	-39	0	42	-2	-1	-6	-1	-5	-7
CCOC(=O)N1CCN(C(=O)c2cc3c(=O)n4ccccc4nc3s2)CC1
 : 8	-1	-3	-1	26	-4	-3	3	-4	-5	-21
O=C(COC(=O)c1ccc(Cl)c(S(=O)(=O)N2CCCCC2)c1)NCC1CCCCC1
 : 7	-12	5	1	8	8	0	-6	12	-3	18
CN(CC(=O)NCCc1ccccc1)S(=O)(=O)c1ccccc1
 : -5	-9	7	-35	24	-16	5	-4	-8	7	2
CN(CC(=O)Nc1ccc2c(c1)OCCO2)S(=O)(=O)c1ccc(Br)s1
 : -3	24	-1	-10	-6	-25	-2	12	4	-4	-3
O=[N+]([O-])c1ccc2nc(-c3ccccc3)oc2c1
 : -71	-87	-38	-291	-42	-273	-3	4	-2	2	8
Cc1ccc(C(=S)N2CCCCCC2)cc1
 : 8	-15	9	1	7	4	0	4	-6	-4	0
O=S(=O)(NCC(c1ccco1)N1CCN(c2ccccc2)CC1)c1ccc(F)cc1 (stereo not drawn)
 : -1	-30	-5	8	-12	17	-1	-3	2	-5	8
C[C@H](NC(=O)c1cc2cc(Cl)ccc2n1C)C(=O)N1CCC[C@H]1C(=O)O
 : 0	-18	-19	0	13	16	-1	-5	.	.	-16
Cc1cc(C)n2ncc(C(=O)O)c2n1
 : -3	-7	1	1	-26	14	3	1	-2	-1	6
COc1ccccc1C(=O)NNC(=O)C1CC=CCC1 (stereo not drawn)
 : -5	-40	-27	-37	-10	-63	-2	-3	6	-5	-10
CC(C)(C)c1nnc2sc(SCC(=O)c3ccc(Cl)cc3)nn2c1=O
 : 5	14	11	0	9	-13	5	-5	-9	.	2
CSc1ccccc1NC(=O)c1cccc(S(=O)(=O)N2CCN(C)CC2)c1
 : 1	-12	6	15	4	7	-3	-10	-2	.	-5
CC(=O)c1ccccc1OCC(O)Cn1ccnc1 (stereo not drawn)
 : 6	12	-11	11	15	15	0	24	6	-21	3
N#Cc1c(NCCN)nc(NCc2ccccc2)c2c1CCN(Cc1ccccc1)C2
 : -7	2	-1	-7	14	22	.	9	4	.	-8
CCc1cc2ccc(C)cc2nc1SCC(=O)Nc1c[nH]c(=O)[nH]c1=O
 : 1	-7	-11	15	3	15	3	5	-4	-4	-5

Copied from the results shown for reference:
Each structure is followed by: MITF TRPM1 inh	NR2E3 ag-1	Shn3 3UTR inh	Peg3 prom inh	CF NFkB block	HIF-2a inh	NR2E3 ag-2	Vif imaging	PDI inh	CaV13 FRET inh	KKLEB cytotox
CC(=O)c1ccccc1OCC(O)Cn1ccnc1 (stereo not drawn)
 : 6	12	-11	11	15	15	0	24	6	-21	3
N#Cc1c(NCCN)nc(NCc2ccccc2)c2c1CCN(Cc1ccccc1)C2
 : -7	2	-1	-7	14	22	.	9	4	.	-8
CCc1cc2ccc(C)cc2nc1SCC(=O)Nc1c[nH]c(=O)[nH]c1=O
 : 1	-7	-11	15	3	15	3	5	-4	-4	-5

(list continues)
Each structure is followed by: MITF TRPM1 inh	NR2E3 ag-1	Shn3 3UTR inh	Peg3 prom inh	CF NFkB block	HIF-2a inh	NR2E3 ag-2	Vif imaging	PDI inh	CaV13 FRET inh	KKLEB cytotox
O=C(OCc1cn([C@@H]2CN(Cc3cccs3)[C@@H](c3ccccc3)C[C@H]2O)nn1)c1ccccc1
 : .	-9	-4	5	-4	7	.	-9	-12	-4	4
O=C(c1ccccc1)N(Cc1ccccc1)Cc1ccccc1
 : -2	-4	-22	16	20	10	2	-4	-22	-21	-11
COc1cccc(Nc2nc3ccccc3n2C(C)C)c1
 : 10	0	-1	-1	-3	-2	-4	-6	11	-2	4
CC1CCC(NC(=O)C(NS(=O)(=O)c2ccc(Br)cc2)C(C)C)CC1 (stereo not drawn)
 : .	-40	-17	-53	4	-72	.	5	4	-5	3
Cn1c(NCc2cccs2)nc2ccccc21
 : -26	-59	-34	-146	4	-170	3	.	-1	.	-12
O=C1CSc2ccc(S(=O)(=O)CCC(=O)NC3CCCCC3)cc2N1
 : 3	-11	-1	16	14	2	-2	1	1	-13	17
Cc1ccc(S(=O)(=O)N(C)C)cc1NC(=O)c1cncc(Br)c1
 : 36	33	24	55*	8	26	1	1	-16	-5	-12
